# IL2 activator – activators of IL-2; IL-2 activation reporter assay, cell-based qHTS; stimulated with anti-CD3/CD4/CD28 beads; in transgenic mouse T cells; activation, % (series mostly up to about 46 µM); 360,000 tested, 0.065% active; in the data active = activation above about 50%; inconclusive = mostly about 30% to 49%; note: 0% is about no effect
#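 EGFP and DsRed fluorescence is measured by plate cytometry in unstimulated transgenic mouse T cells exposed to compound for 60 minutes, then stimulated 18 hours at 37 degrees C with anti-CD3/anti-CD4 beads plus anti-CD28.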
# EPAC1 antag – blocks human EPAC1 exchange factor; Potency, µM (titrated, usually from 115 µM), for the others: at the top dose activity change, negative = inhibition, hits mostly inhibitors; 360,000 tested, 0.14% active; EPAC1 GEF assay, Rap1b-BODIPY-GDP exchange fluorescence;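 note: potency is the fitted concentration of half-maximal effect; plate controls were vehicle for no effect and positive control for full effect; nearly all actives have a fitted effect of over 50% in size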
# GLP-1R agonist – activates the human GLP-1 receptor; P43220; HEK293 GLP-1R CRE-luciferase, luminescence, 4-6 h; cells express a hypersensitive GLP-1R form; Potency, µM (doses to about 45.6 µM), for the others: at the highest dose activation, hits mostly activators; 380,000 tested, 0.007% active; note: potency is the fitted concentration of half-maximal effect; % of control where 0% means no effect
# Target sequence (P43220 whole entry, looked up): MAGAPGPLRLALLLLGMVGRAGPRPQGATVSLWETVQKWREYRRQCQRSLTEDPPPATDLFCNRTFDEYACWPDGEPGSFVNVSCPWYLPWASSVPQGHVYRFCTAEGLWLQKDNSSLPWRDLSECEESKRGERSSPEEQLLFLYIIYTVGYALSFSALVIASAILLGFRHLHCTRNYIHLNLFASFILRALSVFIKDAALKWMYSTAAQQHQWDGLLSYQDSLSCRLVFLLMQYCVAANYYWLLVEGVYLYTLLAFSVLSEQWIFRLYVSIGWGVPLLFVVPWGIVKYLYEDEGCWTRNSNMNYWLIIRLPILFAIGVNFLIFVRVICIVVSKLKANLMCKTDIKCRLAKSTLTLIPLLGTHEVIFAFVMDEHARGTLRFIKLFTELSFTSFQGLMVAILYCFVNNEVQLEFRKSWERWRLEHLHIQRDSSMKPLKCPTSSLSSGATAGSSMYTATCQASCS
# PI5P4K alpha inh – blocks human PI5P4K alpha kinase activity. P48426. PI5P4Kalpha enzyme, ADP-Glo luminescence, 60 min; hits give low values. max response, %. 330,000 tested, 1.2% active; active = max response of -50% or lower; inconclusive = between -30% and -50%; inactive = -30% or higher; note: value at the top dose of about 77 µM; % is set by controls: 0 for no effect and ±100 for the full control effect
#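 Human PI5P4Kalpha with substrate in 0.038 M HEPES pH 7.4, 0.28 mM EGTA, 0.1% CHAPS, 5% DMSO; reaction started with 5 microM ATP (final), 60 min at room temperature. ADP formed read by ADP-Glo luminescence.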
# GLP1R cytotox – cytotoxicity in counter-screen for GLP-1R inverse agonists; HEK293 cAMP-luciferase reporter cells, luminescence, 24 h; Potency, µM (highest dose often 38.3 µM), inactives show at the top dose activity change, negative = inhibition, hits mostly inhibitors; 410,000 tested, 0.13% active;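 note: loss of luciferase light is scored as toxicity; potency is the fitted concentration of half-maximal effect; % is set by controls: 0 for no effect and ±100 for the full control effect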
#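 Luminescence readout: signal drop marks cytotoxicity. Plated cells grew 12 h at 37 °C, 5% CO2, received 23 nL compound for 24 h, then got luciferase reagent, read after 12 min at RT.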
# EPAC1 ag – activates human EPAC1 exchange factor. EPAC1 agonist qHTS, biochemical assay; response scale: 100% = response to 6.5 mM cAMP. Potency, µM (highest dose often 154 µM), inactives show at the top dose activation, usual class: activators. AID 720707. 360,000 tested, 0.073% active; note: potency is the fitted concentration of half-maximal effect; nearly all actives have a fitted effect of over 60% in size
#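 Multi-concentration qHTS readout: loss of Rap1B-bound BODIPY-GDP fluorescence driven by 100 nM EPAC1 with excess GDP (50 uM), monitored kinetically at room temperature; agonist response expressed relative to 6.5 mM cAMP.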
# PTHR1 agonist – agonists of human PTHR1 parathyroid hormone receptor; HEK293 GP2 PTHR1 cells, GloSensor cAMP luminescence, 1 h; AID 743266; Potency, µM (series often up to 115 µM), for inactives: top-dose activation, usual class: activators; Q03431; 410,000 tested, 0.075% active; note: potency is the fitted concentration of half-maximal effect; nearly all actives have a fitted effect of over 55% in size; some results filed as inactive show a strong effect at the top dose; inactives centre near -15; many of its hits are not listed in these tables
# Target sequence (Q03431 whole entry, looked up): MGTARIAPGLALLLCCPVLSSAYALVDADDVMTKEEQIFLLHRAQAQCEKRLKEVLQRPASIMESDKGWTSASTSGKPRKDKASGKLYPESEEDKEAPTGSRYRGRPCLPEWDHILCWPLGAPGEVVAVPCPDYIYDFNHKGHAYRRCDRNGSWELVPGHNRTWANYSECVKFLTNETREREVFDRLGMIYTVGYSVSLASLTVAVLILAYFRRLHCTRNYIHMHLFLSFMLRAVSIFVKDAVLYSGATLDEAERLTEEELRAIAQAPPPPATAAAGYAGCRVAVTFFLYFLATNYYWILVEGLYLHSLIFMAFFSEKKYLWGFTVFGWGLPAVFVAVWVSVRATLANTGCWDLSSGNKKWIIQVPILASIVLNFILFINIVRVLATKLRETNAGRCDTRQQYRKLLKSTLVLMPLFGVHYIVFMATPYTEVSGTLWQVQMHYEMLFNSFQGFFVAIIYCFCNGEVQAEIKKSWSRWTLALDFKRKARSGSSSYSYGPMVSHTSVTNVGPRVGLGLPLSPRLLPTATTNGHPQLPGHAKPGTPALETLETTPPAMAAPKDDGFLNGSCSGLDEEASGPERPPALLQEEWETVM
#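 HEK-293-derived GP2 cells expressing PTHR1 and a GloSensor cAMP reporter, 3,000/well, plated overnight, given luciferin plus IBMX (each 0.5 mM as added) for 1 h at 37 °C, then compound for 1 h at 37 °C. Luminescence was read after 15 min at room temperature.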
# PLK1 PBD inh – inhibitors of human PLK1 polo-box domain binding | P53350 | Plk1 PBD binding of FITC phosphopeptide, fluorescence polarization | 360,000 tested, 2.8% active | AID 720504 | Potency, µM, for inactives: max response, negative = inhibition, actives largely listed as inhibitors; note: potency is the fitted concentration of half-maximal effect; series mostly up to about 57 µM; % is set by controls: 0 for no effect and ±100 for the full control effect; nearly all actives have a fitted effect of over 65% in size
# GLP1R inv ag – inverse agonists of human GLP-1 receptor. 410,000 tested, 1.6% active. AID 624417. HEK293 GLP-1R CRE-luciferase, luminescence, 24 h; GLP-1R form is constitutively active. P43220. Potency, µM (top dose mostly 38.3 µM), without a hit: at the top dose activity change, negative = inhibition, most hits filed as inhibitors; note: potency is the fitted concentration of half-maximal effect; % is set by controls: 0 for no effect and ±100 for the full control effect; nearly all actives have a fitted effect of over 55% in size
#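 Constitutively active GLP-1R drives a cAMP-responsive luciferase in stably transfected HEK293 cells; test compounds are added after overnight (12 h) attachment and left 24 hr, and signal loss in luminescence marks inhibition.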
# * = called active by the depositor; i = inactive; ? = inconclusive; / = not tested or not shown; [ ] = another dose, or the depositor's remark. Unless noted, calls come from the whole dose curve; as a rule, active = well fitted curve in the direction sought with a large enough effect; inconclusive = small, poorly fitted or top-dose-only effect, or another doubt; inactive = no such curve, though single readings can be large; an effect the other way counts as inactive or inconclusive. The list is partial (hit frequency here may not be typical).
# Sequence of screens: IL2 activator, EPAC1 antag, GLP-1R agonist, PI5P4K alpha inh, GLP1R cytotox, EPAC1 ag, PTHR1 agonist, PLK1 PBD inh, GLP1R inv ag
- Cc1noc(C)c1C(=O)OC(C)C(=O)Nc1ccc2c(c1)OCO2 (stereo not given)
    -0.4, -5%, 5%, 1, 0%, -3%, i, -8%, 2%
- COc1ccc(C)cc1S(=O)(=O)N(C)CC(=O)NC1CCCCC1
    0.5, 6%, 5%, 5, -11%, 4%, i, -6%, 0%
- CCOc1[nH]n(-c2ccc(Cl)cc2)c(=O)c1C=Nc1ccc(O)cc1
    -1.4, -15%, 2%, 11, ?, 0%, -11%, -10%, -31%
- O=C1[C@H](Oc2ccccc2)[C@@H](c2ccncc2)N1c1ccncc1
    0.5, 3%, -1%, 0, -2%, 7%, -26%, -10%, 9%
- COc1cc(-c2nc(Cn3nnc(C(=O)Nc4cccc(Cl)c4)c3C)c(C)o2)cc(OC)c1OC
    /, /, -1%, /, 2%, /, -1%, /, 18%
- CCC(C)NC(=O)CSc1ncccc1C(=O)O (stereo not given)
    2.1, 5%, -1%, /, -6%, -3%, -13%[57.5 µM], -4%, 0%
- N#CCCN(Cc1ccccc1)C(=O)CCC(=O)c1ccc(F)cc1
    5.2, -1%, -2%, ?, 7%, -5%, -27%, 4%, 6%
- COc1cc(C2(c3ccc(O)c(OC)c3)C(=O)N(C)c3ccc(Br)cc32)ccc1O
    0.8, -21%, 9%, 5, -4%, 12%, i, -9%, ?
- C/C(=N\NS(=O)(=O)c1ccc(C)c([N+](=O)[O-])c1)c1ccc2c(c1)OCO2
    0.5, 10%, -6%, 2, -8%, -11%, -11%, ?, 2%
- COC(=O)c1c(NC(=O)c2ccccc2)sc2c1CC(C)(C)OC2
    0.4, 0%, -9%, /, 10%, -6%, -5%[57.5 µM], -10%, 3%
- COC(=O)CCc1nc2c(C#N)c(-c3ccc(Cl)cc3)ccn2n1
    3.1, -9%, 10%, -3, -7%, 4%, i, 2%, 3%
- Cc1cccc(N2CCN(S(=O)(=O)c3ccc(Cl)nc3)CC2C)c1 (stereo not given)
    0.7, -5%, -5%, 1, -4%, 8%, -16%, 6%, ?
- COc1ccc(/C=C2\SC(=O)N(CCC(=O)N3CCCCC3)C2=O)cc1OC
    -0.3, 22%, 12%, 1, 2%, -1%, 3%, -2%, 29%
- COc1ccc(-c2noc3c2-c2nc(C(C)C)sc2CC3)cc1
    -0.9, 1%, 13%, -4, -17%, 0%, -45%[inhibitor], ?, ?
- Fc1ccc(Cc2cn3cc(-c4ccc(F)cc4)nc3s2)cc1
    /, /, -4%, /, -1%, /, -38%[inhibitor], /, ?
- CC(=O)Nc1ccc(-c2c(C)cc3oc(=O)cc(-c4ccccc4)c3c2C)cc1
    -0.8, -19%, 9%, -3, -3%, -18%, -43%[inhibitor], -8%, 10%
- CC(C)CN(C(=O)CSc1nc(N)cc(N)n1)C1CCS(=O)(=O)C1 (stereo not given)
    -0.5, 9%, -5%, -4, 8%, -1%, i, 2%, 10%
- CN(Cc1ccccc1)C(=O)c1ccccc1Br
    -3.5, -13%, 1%, 2, 0%, -9%, i, -11%, -5%
- O=C(NCC1CCCCC1)c1ccc(=O)[nH]c1
    0.6, 12%, 9%, -1, -5%, 8%, -8%, -1%, 12%
- Cc1ccc(CSc2cn(CCNC(=O)c3cccs3)c3ccccc23)cc1
    /, /, -6%, /, -5%, /, -33%[inhibitor], /, ?
- CCc1ccc(NC(=O)C2CCCN(S(=O)(=O)c3ccc4c(c3)oc(=O)n4C)C2)cc1 (stereo not given)
    /, /, 0%, /, 3%, /, -17%, /, 3%
- CSc1nc(NS(=O)(=O)c2cc(Br)ccc2Br)cc(=O)[nH]1
    0.2, -4%, 15%, -1, -6%, 9%, -22%, -14%, -5%
- CC1(C)C(N(O)C(=O)Nc2ccc(Cl)cc2)N(c2ccc(Cl)cc2)C(=O)N1CC(=O)NN (stereo not given)
    -1.3, -4%, 0%, /, 11%, 13%, i, 1%, ?
- COc1ccc(/C=C/c2nc3ccccc3c(=O)n2-c2cccc(C(=O)O)c2)cc1
    1.8, 6%, -2%, 1, 1%, 1%, i, -13%, -3%
- O=C(c1cc(C2CCCCN2C(=O)CCCc2ccccc2)on1)N1CCOCC1 (stereo not given)
    -0.1, 1%, 6%, 1, 1%, -13%, -19%, 2%, -15%
- O=C(CCN1CCc2ccccc2C1)c1ccc2c(c1)OCCO2
    -2.0, -1%, -11%, /, ?, 4%, -2%, 24µM*, -25%
- O=[N+]([O-])c1ccc(Oc2cc(NC3CCCCCCC3)c([N+](=O)[O-])cc2[N+](=O)[O-])cc1
    -1.1, -12%, 2%, -12, 0%, -8%, i, -15%, 6%
- COc1ccc(-n2nc3c(c2NC(=O)CCCl)CSC3)cc1
    1.0, -15%, 2%, 1, -2%, -3%, i, -5%, 22%
- C=C(C)C1Cc2nc(N)nc(C)c2C1 (stereo not given)
    -0.8, 7%, 12%, /, -5%, -1%, i, 0%, 0%
- C=CCNC(=O)/C(=C\c1ccc(OC)cc1)NC(=O)c1ccc([N+](=O)[O-])cc1
    0.8, 13%, 8%, -1, 6%, 7%, i, -8%, 54%[activator]
- CCN(CC)S(=O)(=O)c1ccc(Cl)c(NC(=S)NC(=O)C2CCCC2)c1
    0.6, -21%, 10%, -3, ?, 4%, -87%[inhibitor], -10%, ?
- CCc1ccc2c(c1)C1(SC(NC(C)=O)=NN1C(C)=O)C(=O)N2C(C)C (stereo not given)
    0.1, 2%, -5%, /, -3%, 2%, i, -2%, -3%
- COc1ccc(C(=O)N2CCN(C3CCC(c4ccccc4)CC3)CC2)cc1OC (stereo not given)
    -3.8, 19%, 16%, /, -4%, -8%, i, 0%, 0%
- CSc1ccc(/C=N\NC(=O)CC(=O)NC(C)C)cc1
    0.7, -11%, -5%, -3, -3%, -7%, 20%, -7%, 14%
- O=C(NCCC1CCCCN1S(=O)(=O)c1ccccc1)C(=O)NC1CC1 (stereo not given)
    3.9, -1%, 5%, 6, 7%, -2%, i, 0%, -11%
- COc1ccc(OCC(=O)N2CCN(C(=O)COc3ccc(Br)cc3)CC2)cc1
    0.3, 6%, -8%, 0, -3%, -2%, i, 1%, -1%
- CCN(CC)C(=O)CCCc1c[nH]c2ccccc12
    -0.8, -13%, 6%, 2, -4%[7.66 µM], -17%, -18%, ?, 1%[7.66 µM]
- O=C(c1ccc(F)cc1)N1CCC(C(=O)N2CCN(S(=O)(=O)c3ccccc3Br)CC2)CC1
    1.0, -15%, 12%, -1, -2%, 1%, -21%, 3%, -21%
- Cc1ccc(C(=O)c2cnc3ccccc3c2-c2ccccc2)cc1
    1.8, 2%, -3%, /, -20%, 21%, 18%[57.5 µM], -5%, ?
- CCOC(=O)N1CCN(C(=O)CN(C2CCCCC2)S(=O)(=O)c2ccc(Cl)cc2)CC1
    -0.1, -9%, 0%, /, -12%, -5%, ?, 2%, 0%
- CCC(=O)Nc1cccc(NC(=S)NC(=O)c2ccccc2C)c1
    -0.6, -10%, 9%, -5, 1%, 8%, -25%, -17%, -16%
- CN(C)c1ccc(/C=C(/NC(=O)c2ccccc2)C(=O)NCCN2CCOCC2)cc1
    0.2, -1%, 15%, -3, -9%, 5%, i, -4%, 9%
- O=C(N/N=C/C(Cl)=C\c1ccccc1)c1ccco1
    -2.2, 23%, 11%, -7, -5%, -5%, -25%, 1%, 91%[activator]
- CC(C)(C)NC(=O)c1ccc(NC(=O)CSc2ccccc2)cc1
    0.5, 6%, 14%, -4, 17%, 3%, i, 7%, -9%
- COc1ccc(OC)c(NC(=O)C2CCCN2S(=O)(=O)c2cccc3nsnc23)c1 (stereo not given)
    -0.3, -2%, 17%, -2, 3%, 5%, i, -12%, 32%[activator]
- S=c1[nH]nc(-c2n[nH]c3c2CCC3)n1/N=C/C=C/c1ccco1
    3.7, -21%, -2%, -52*, 0%, -2%, i, ?, 6%
- COC(=O)c1ccc(N2C(c3ccsc3)=Cc3cc4c(cc3C2CC(=O)c2ccco2)OCO4)cc1 (stereo not given)
    2.0, 6%, -4%, 0, -5%, 17%, -18%, -4%, -11%
- CCC(c1nnnn1Cc1cccs1)N1CCN(C(=O)c2ccco2)CC1 (stereo not given)
    0.8, -6%, 1%, 2, 4%, -6%, 3%, -2%, 16%
- COc1ccccc1Nc1nc(N(C)c2ccccc2)nc(N)c1[N+](=O)[O-]
    -0.2, 8%, 6%, 15, -7%, 4%, i, -4%, 2%

# 5 entries drawn at random from the list so far, as already listed:
# Sequence of screens: IL2 activator, EPAC1 antag, GLP-1R agonist, PI5P4K alpha inh, GLP1R cytotox, EPAC1 ag, PTHR1 agonist, PLK1 PBD inh, GLP1R inv ag
- COc1ccccc1Nc1nc(N(C)c2ccccc2)nc(N)c1[N+](=O)[O-]
    -0.2, 8%, 6%, 15, -7%, 4%, i, -4%, 2%
- CC(=O)Nc1ccc(-c2c(C)cc3oc(=O)cc(-c4ccccc4)c3c2C)cc1
    -0.8, -19%, 9%, -3, -3%, -18%, -43%[inhibitor], -8%, 10%
- O=C(NCCC1CCCCN1S(=O)(=O)c1ccccc1)C(=O)NC1CC1 (stereo not given)
    3.9, -1%, 5%, 6, 7%, -2%, i, 0%, -11%
- CC1(C)C(N(O)C(=O)Nc2ccc(Cl)cc2)N(c2ccc(Cl)cc2)C(=O)N1CC(=O)NN (stereo not given)
    -1.3, -4%, 0%, /, 11%, 13%, i, 1%, ?
- Cc1noc(C)c1C(=O)OC(C)C(=O)Nc1ccc2c(c1)OCO2 (stereo not given)
    -0.4, -5%, 5%, 1, 0%, -3%, i, -8%, 2%

# A few values from the list.
# Under GLP1R cytotox, `CCc1ccc(NC(=O)C2CCCN(S(=O)(=O)c3ccc4c(c3)oc(=O)n4C)C2)cc1` (stereo not given) shows 3%
# Under PI5P4K alpha inh, `COc1ccc(-c2noc3c2-c2nc(C(C)C)sc2CC3)cc1` shows -4
# Under GLP-1R agonist, `CCC(C)NC(=O)CSc1ncccc1C(=O)O` (stereo not given) shows -1%
# Under GLP1R inv ag, `CCC(c1nnnn1Cc1cccs1)N1CCN(C(=O)c2ccco2)CC1` (stereo not given) shows 16%
